From PubChem BioAssay
ATXN viability – viability counter-screen for ATXN expression inhibitors | AID 651635 | S2 cells (HEK-293 line with an ATXN2-luciferase reporter) viability, CellTiter-Fluor protease fluorescence, 24 h | Potency, µM (highest dose often 56.7 µM), hits mostly cytotoxic | actives 0.49% (n = 400,000); also: potency is read from the fitted curve at half-maximal effect; nearly all actives have a fitted effect of over 40% in size
TGFb inhibitor – inhibitors of TGF-b signaling | actives 1.2% (n = 410,000) | HepG2 CAGA-GFP TGF-b/SMAD3 reporter, GFP fluorescence, 18 h; TGF-beta stimulated, 500 pg/mL final | Potency, µM (top dose mostly 46.1 µM), without a hit: top-dose activity, negative = inhibition, most hits filed as inhibitors; also: potency is read from the fitted curve at half-maximal effect; % is scaled to controls: 0 for no effect and ±100 for the full control effect; nearly all actives have a fitted effect of over 65% in size
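Cell-based qHTS in HEPG2 carrying a CAGA-GFP Smad reporter; compounds added before 500 pg/mL final TGF-beta, 18 h incubation at 37 degrees C, GFP fluorescence quantified per cell by imaging cytometry.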
HepG2 tox – kills HepG2 cells in TGF-b inhibitor counter-screen. HepG2 CAGA-GFP viability, ATP luminescence, 18 h. Potency, µM (top dose mostly 46.1 µM), for the others: at the top dose activity change, negative = cytotoxicity, usual class: cytotoxic. actives 0.76% (n = 410,000); also: potency is read from the fitted curve at half-maximal effect; some results filed as inactive show a strong effect at the top dose
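HepG2 CAGA-GFP cells (1000/well, DMEM with 1% FBS) received compound, then TGF-beta at 500 pg/mL final, and were incubated 18 hours at 37 degrees C. Viability was read by CellTiter-Glo luminescence. Media-only wells were set as complete cell-killing and DMSO as no toxicity.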
A549 tox – A549 cytotoxicity, counter-screen for Nrf2 inhibitors; A549 ARE-Fluc cells, CellTiter-Fluor viability, 18-24 h; Potency, µM (titrated, usually from 46 µM), for inactives: at the top dose activity change, negative = cytotoxicity, most hits filed as inhibitors; actives 0.16% (n = 390,000); also: potency is read from the fitted curve at half-maximal effect; % is scaled to controls: 0 for no effect and ±100 for the full control effect
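Cytotoxicity counterscreen: CellTiter-Fluor fluorescence was measured in A549 ARE_Fluc cells after 18-24 h of compound exposure in a concentration series. The subsequent BugLite luminescent read reports ARE-luciferase activity.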
Nrf2 block – inhibitors of Nrf2 signaling. A549 ARE-Fluc reporter, luciferase luminescence, 18-24 h. actives 2.1% (n = 360,000). Potency, µM (doses to about 46 µM), inactives show top-dose activity change, negative = inhibition, hits mostly inhibitors. AID 504444; also: potency is read from the fitted curve at half-maximal effect; % is scaled to controls: 0 for no effect and ±100 for the full control effect; nearly all actives have a fitted effect of over 60% in size
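Reporter: ARE-Fluc in A549. Exposure: 18-24 h, 37 °C, 5% CO2, 5% FBS OPTI-MEM. Readouts: fluorescent cytotoxicity (CellTiter-Fluor), then luminescent Nrf2 signal after BugLite.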
Nrf2 activator – activators of Nrf2 (ARE) signaling | AREc32 ARE-luciferase reporter (MCF7-derived line), luminescence, 24 h | AID 624171 | Potency, µM (series often up to 46.1 µM), for the others: at the top dose activation, usual class: activators | actives 0.31% (n = 410,000); also: potency is read from the fitted curve at half-maximal effect; % of control where 0% means no effect; nearly all actives have a fitted effect of over 65% in size
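Reporter line AREc32 (ARE-Fluc), seeded overnight in OPTI-MEM with 5% FBS; compound pin-transferred, 24 hr at 37 deg C, 5% CO2; luminescent read-out.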
Akt phos inh – inhibitors of Akt phosphorylation; Neuro2A IGF-stimulated pAkt S473 HTRF, 20 min; stronger effect = lower value; activity change, % for hits at 50 µM; actives 0.32% (n = 360,000); AID 651550; in the data active = activity change below about -80%; inconclusive = mostly about -51% to -80%; also: % is scaled to controls: 0 for no effect and ±100 for the full control effect
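Single-point screen (50 µM final compound) in Neuro2A cells stimulated 20 min with 6 nM IGF at 37 deg C. After lysis, Ser473-phosphorylated Akt read by HTRF (ex 330 nm, em 615/665 nm) as the 665/615 ratio.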
Mm-Cpn inhibitor – blocks the Methanococcus maripaludis chaperonin Mm-Cpn; Potency, µM (doses to about 76.9 µM), inactives show top-dose activity, negative = inhibition, most hits filed as inhibitors; actives 0.031% (n = 330,000); purified Mm-Cpn ATPase, ADP Transcreener TR-FRET; also: potency is read from the fitted curve at half-maximal effect; % is scaled to controls: 0 for no effect and ±100 for the full control effect; nearly all actives have a fitted effect of over 80% in size
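Measured: ADP formation by purified Mm-CPN. Conditions: 25 nM protein, 10 uM ATP, Tris pH 7.4 with Mg2+, K+ and DTT, 37°C for 30 min. Detection: Transcreener HTRF after 30 min at room temperature.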
CCT modulator – changes cytosolic chaperonin activity | activity change, % (no concentration beside the values), hits read low | actives 0.3% (n = 360,000) | purified chaperonin ATPase assay, HTRF ADP detection, 30 min; in the data active = activity change below about -30%; also: % is scaled to controls: 0 for no effect and ±100 for the full control effect
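Nucleotide hydrolysis assay: TRiC at 20–40 nM final (set by batch activity) with 10 uM ATP, 30 min at 37 °C, in presence of 76 uM compound. Detection by competitive ADP HTRF, 30 min ambient.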
The depositor's hits bear a star; i = inactive; ? = inconclusive; · = not tested or not shown; & = joins results of further samples; [ ] = another dose, or the depositor's remark. Unless noted, calls follow the shape of the dose curve; as a rule, active = well fitted curve in the direction sought with a large enough effect; inconclusive = small, poorly fitted or top-dose-only effect, or another doubt; inactive = no such curve, though single readings can be large; an effect the other way counts as inactive or inconclusive.

structure	ATXN viability	TGFb inhibitor	HepG2 tox	A549 tox	Nrf2 block	Nrf2 activator	Akt phos inh	Mm-Cpn inhibitor	CCT modulator
Cc1cc(-c2ccc(S(=O)(=O)N3CCN(c4ccccc4F)CC3)s2)on1	i	-17%	0%	1%	?	-0.5%	i	-26%	0.9
COc1ccc(OC)c2c1sc(=NC(=O)C(C)C)n2C	i	6%	-9%	-1%	13%	24%	i	?	-0.7
CCN(CC)CCC(O)(c1ccc2c(c1)OCO2)c1cc(OC)c(OC)c(OC)c1 (centres undefined)	i	-4%	-3%	-6%	3%	-0.2%	i	·	-3.1
O=C(O)c1ccccc1Nc1cc(Cl)c2nonc2c1[N+](=O)[O-]	i	1%	7%	?	5%	3.2%	i	-7%	0.8
CC1(C)CC(=O)C(C(c2ccncc2)C2C(=O)CC(C)(C)CC2=O)C(=O)C1	i	3%	15%	0%	-1%	-0.7%	i	0%	0.0
CCCN1Cc2cccc(C(=O)Nc3cccc(C(=O)OCC)c3)c2C1=O	i	-3%	-5%	6%	10%	-0.2%	·	·	·
O=c1[nH]c2ccc(S(=O)(=O)N3CCCCC3)cc2[nH]c1=O	i	66%[activator]	46%	-1%	-8%	0.0%	i	1%	-0.3
O=C(O)COc1ccc(S(=O)(=O)NCCc2ccccc2)cc1	i	-13%	6%	0%	9%	-0.5%	i	-8%	1.1
CO/N=C/CC(=O)c1cnc(-c2ccc(Cl)cc2)s1	i	3%	-7%	-1%	17%	0.8%	i	-6%	0.1
CCN(CC)C(=O)C1=C(C)N(CCCN2CCCC2=O)C(=O)C(CC(=O)NCc2ccco2)C1 (centres undefined)	i	12%	-1%	·	·	0.2%	i	·	0.6
NC(=O)c1c(N)[nH]c(C(=O)c2ccccc2)c1-c1ccccc1Br	i	·	·	·	·	0.4%	i	·	-2.9
O=C(/C=C/c1cccc([N+](=O)[O-])c1)Nc1cc(C(=O)O)cc(C(=O)O)c1	i	2%	0%	-5%	-6%	0.4%	i	2%	-3.2
CCCCCCN1C[C@@H](O)[C@H](n2cc(-c3ccc(F)cc3)nn2)C[C@@H]1c1ccc(C)cc1	i	-3%	-24%	·	·	-0.4%	i	·	0.7
COc1ccc(CCn2nnnc2C(CC(C)C)N2CCN(c3ncccn3)CC2)cc1OC (centres undefined)	i	-1%	5%	1%	11%	-0.4%	i	0%	-2.3
O=C(Oc1ccccc1)N1CCN(C(=O)c2ccco2)CC1	i	0%	-22%	7%	9%	2.4%	i	0%	-0.1
Cc1cccc(NC(=O)CSCC(=O)Nc2ccc(S(=O)(=O)N3CCCCC3)cc2)c1	i	-10%	-32%	1%	?	0.7%	i	0%	-0.2
COc1cc(C(=O)OCC(=O)N2CCC(Cc3ccccc3)CC2)cc(OC)c1OC	?	11%	-26%	-1%	-3%	0.2%	i	0%	2.2
CC(=O)c1c(C)[nH]c(C2=NNC(=NCc3ccccc3)SC2)c1C	i	-6%	9%	9%	-25%	5.2%	i	-1%	-0.9
CCCCOc1ccc(S(=O)(=O)NCc2csc(-c3ccc(OC)cc3)n2)cc1	·	·	-7%	10%	-8%	1.0%	·	·	·
CC(=O)Nc1ccc(NC(=O)C(C)N2CCN(S(=O)(=O)c3ccc(C)cc3)CC2)cc1 (centres undefined)	i	8%	-2%	3%	-2%	-0.2%	i	0%	0.8
CCN(CC(=O)Nc1ccc(NC(C)=O)cc1)C(=O)c1n[nH]c(=O)c2ccccc12	i	-10%	-12%	-8%	16%	0.5%	i	1%	-0.6
CC(=O)N1CCc2c(sc3c2c(=O)n(-c2ccccc2)c(=O)n3Cc2ccccc2Cl)C1	i	-5%	-13%	-3%	?	0.4%	i	-1%	2.3
O=C1C=C(OCc2ccccc2)CN1	i	-12%	1%	-15%	8%	-0.7%	i	0%	-2.1
O=C(CCC(=O)N1CCOc2ccc(Cl)cc21)NCc1ccccc1	i	0%	-3%	-7%	-4%	-0.2%	i	0%	-1.1
Cc1ccc(OCC(=O)NNC(=O)c2ccoc2C)c(Br)c1	i	-4%	-2%	0%	-1%	-0.6%	i	0%	0.4
CN(Cc1ccccc1)S(=O)(=O)c1ccc(NC(=S)NC(=O)C2CCCCC2)cc1	i	13µM*	-1%	-7%	?	-0.1%	i	3%	-1.3
Cc1c(NC(=O)c2cc(-c3ccc(Br)cc3)on2)c(=O)n(-c2ccccc2)n1C	i	2%&-2%	7%&-3%	-3%&15%	?	0.2%&-1.3%	i	4%	-1.0
CCC(=O)N1CCN(c2ccccc2NC(=O)Cc2ccccc2)CC1	i	-7%	0%	-17%	7%	2.3%	i	1%	-0.8
O=C(O)C1=C[C@H](c2ccc3c(c2)OCO3)C[C@H](OCc2ccc(CO)cc2)O1	i	-7%	-13%	6%	16%	1.6%	i	·	-4.5
COc1ccc(N2CC(NS(=O)(=O)c3ccc4ccccc4c3)CC2=O)cc1OC (centres undefined)	i	20%	5%	0%	-18%	2.2%	i	-26%	2.8
C/C(=N/NC(=O)Nc1ccccc1)c1ccc(C)cc1	i	?	2%	16%	6%	3.3%	i	-2%	2.2
Cc1ccc(C2=NNC(c3cccc(F)c3)S2)cc1 (centres undefined)	i	-1%	13%	2%	?	?	i	-1%	-1.6
CN(CC(=O)Nc1ccc(Cl)c(C(F)(F)F)c1)C(=O)c1ccccc1SCC(=O)N1CCCC1	i	?	-39%	-9%	?	-0.2%	i	·	-1.3
Cc1cccc(-c2nc(CS(=O)CC(=O)NC(C)CCc3ccccc3)c(C)o2)c1 (centres undefined)	i	?	-21%	7%	-1%	2.0%	i	3%	-0.4
N#C/C(=C\c1ccc(O)c([N+](=O)[O-])c1)C(=O)NCc1ccccc1	?	-6%	-19%	?	-46%	0.4%	i	0%	-0.8
CCOc1ncccc1C(=O)Nc1cc2c(cc1Br)OCCO2	i	-8%	-27%	2%	?	6.8%	i	-3%	-0.8
CC(Nc1cc(=O)n(C)c(=O)n1C)c1ccccc1 (centres undefined)	i	-3%	-23%	-18%	1%	0.2%	i	0%	-0.6
CSc1ccc(CSCC(=O)N2CCN(S(=O)(=O)c3ccc(C)cc3C)CC2)cc1	i	-17%	-20%	-16%	?	0.3%	i	0%	-0.7
CC(=O)Nc1ccccc1OCC(=O)NC1CCCCC1C (centres undefined)	i	3%	9%	-2%	4%	0.0%	i	0%	-5.0
S=c1[nH]nc(Nc2ccccc2Cl)s1	i	1%	9%	-6%	10%	2.3%	i	-7%	-21
Cc1cc(C(=O)Nc2sccc2C#N)c2ccccc2n1	?	-5%	-4%	-8%	-15%	?	i	0%	0.3
O=C(c1cccc([N+](=O)[O-])c1)N1CCN(c2ccc(N3CCOCC3)nn2)CC1	i	-19%	-16%	2%	2%	0.2%	i	0%	-0.7
N#Cc1ccccc1S(=O)(=O)N1CCN(C(=O)CN2C(=O)NC3(CCCC3)C2=O)CC1	i	-3%	-1%	3%	-13%	-0.3%	i	2%	-3.6
Cc1cccc(NC(=O)C2CCC(CNS(=O)(=O)c3ccc4c(c3)CCCC(=O)N4)CC2)c1C (centres undefined)	i	-26%	-19%	25%	-21%	0.9%	·	·	·
CC(=O)NC12CC3CC(C1)CC(C(=O)N(C)Cc1cccc(Cl)c1Cl)(C3)C2	i	?	-35%	0%	0%	0.3%	i	2%	-0.9
O=C(CCSCc1ccccc1Cl)N1CCN(c2ccccn2)CC1	i	-8%	-24%	-3%	·	0.2%	i	0%	-4.6
CCOc1cccc(OCCOCCNC(C)(C)C)c1	i	-17%	0%	4%	6%	0.9%	i	-2%	0.6
Cc1ccccc1N(CC(=O)Nc1ccc(F)cc1)S(C)(=O)=O	i	7%	8%	-3%	8%	3.0%	i	-1%	2.1
CC(C)(C)c1nn(-c2ccccc2)c2[nH]c(=O)c(CNCc3ccco3)cc12	i	-9%	-35%	-7%	?	4.6%	i	-3%	-1.1
COCCNC(=O)c1onc(CSc2ccccc2)c1C(=O)O	i	0%	4%	1%	2%	0.0%	i	-1%	-0.1
Cc1ccc(Nc2nc(N)nc(CSc3nncn3C)n2)cc1	i	?	0%	0%	?	2.3%	i	0%	-3.7

An excerpt of these results, as labelled records:
> Cc1cc(C(=O)Nc2sccc2C#N)c2ccccc2n1
  ATXN viability: ?	TGFb inhibitor: -5%	HepG2 tox: -4%	A549 tox: -8%	Nrf2 block: -15%	Nrf2 activator: ?	Akt phos inh: i	Mm-Cpn inhibitor: 0%	CCT modulator: 0.3

> Cc1ccc(Nc2nc(N)nc(CSc3nncn3C)n2)cc1
  ATXN viability: i	TGFb inhibitor: ?	HepG2 tox: 0%	A549 tox: 0%	Nrf2 block: ?	Nrf2 activator: 2.3%	Akt phos inh: i	Mm-Cpn inhibitor: 0%	CCT modulator: -3.7

> CC(=O)NC12CC3CC(C1)CC(C(=O)N(C)Cc1cccc(Cl)c1Cl)(C3)C2
  ATXN viability: i	TGFb inhibitor: ?	HepG2 tox: -35%	A549 tox: 0%	Nrf2 block: 0%	Nrf2 activator: 0.3%	Akt phos inh: i	Mm-Cpn inhibitor: 2%	CCT modulator: -0.9

> CC(C)(C)c1nn(-c2ccccc2)c2[nH]c(=O)c(CNCc3ccco3)cc12
  ATXN viability: i	TGFb inhibitor: -9%	HepG2 tox: -35%	A549 tox: -7%	Nrf2 block: ?	Nrf2 activator: 4.6%	Akt phos inh: i	Mm-Cpn inhibitor: -3%	CCT modulator: -1.1
